TcdB inh: TcdB glycohydrolase inhibition | P18177 | TcdB glycohydrolase enzymatic assay, plate reader | inhibition, % at 9.99 µM | actives 0.24% (n = 350,000) | AID 652162; in the data active means inhibition above about 10%
Target sequence (P18177 whole entry, looked up): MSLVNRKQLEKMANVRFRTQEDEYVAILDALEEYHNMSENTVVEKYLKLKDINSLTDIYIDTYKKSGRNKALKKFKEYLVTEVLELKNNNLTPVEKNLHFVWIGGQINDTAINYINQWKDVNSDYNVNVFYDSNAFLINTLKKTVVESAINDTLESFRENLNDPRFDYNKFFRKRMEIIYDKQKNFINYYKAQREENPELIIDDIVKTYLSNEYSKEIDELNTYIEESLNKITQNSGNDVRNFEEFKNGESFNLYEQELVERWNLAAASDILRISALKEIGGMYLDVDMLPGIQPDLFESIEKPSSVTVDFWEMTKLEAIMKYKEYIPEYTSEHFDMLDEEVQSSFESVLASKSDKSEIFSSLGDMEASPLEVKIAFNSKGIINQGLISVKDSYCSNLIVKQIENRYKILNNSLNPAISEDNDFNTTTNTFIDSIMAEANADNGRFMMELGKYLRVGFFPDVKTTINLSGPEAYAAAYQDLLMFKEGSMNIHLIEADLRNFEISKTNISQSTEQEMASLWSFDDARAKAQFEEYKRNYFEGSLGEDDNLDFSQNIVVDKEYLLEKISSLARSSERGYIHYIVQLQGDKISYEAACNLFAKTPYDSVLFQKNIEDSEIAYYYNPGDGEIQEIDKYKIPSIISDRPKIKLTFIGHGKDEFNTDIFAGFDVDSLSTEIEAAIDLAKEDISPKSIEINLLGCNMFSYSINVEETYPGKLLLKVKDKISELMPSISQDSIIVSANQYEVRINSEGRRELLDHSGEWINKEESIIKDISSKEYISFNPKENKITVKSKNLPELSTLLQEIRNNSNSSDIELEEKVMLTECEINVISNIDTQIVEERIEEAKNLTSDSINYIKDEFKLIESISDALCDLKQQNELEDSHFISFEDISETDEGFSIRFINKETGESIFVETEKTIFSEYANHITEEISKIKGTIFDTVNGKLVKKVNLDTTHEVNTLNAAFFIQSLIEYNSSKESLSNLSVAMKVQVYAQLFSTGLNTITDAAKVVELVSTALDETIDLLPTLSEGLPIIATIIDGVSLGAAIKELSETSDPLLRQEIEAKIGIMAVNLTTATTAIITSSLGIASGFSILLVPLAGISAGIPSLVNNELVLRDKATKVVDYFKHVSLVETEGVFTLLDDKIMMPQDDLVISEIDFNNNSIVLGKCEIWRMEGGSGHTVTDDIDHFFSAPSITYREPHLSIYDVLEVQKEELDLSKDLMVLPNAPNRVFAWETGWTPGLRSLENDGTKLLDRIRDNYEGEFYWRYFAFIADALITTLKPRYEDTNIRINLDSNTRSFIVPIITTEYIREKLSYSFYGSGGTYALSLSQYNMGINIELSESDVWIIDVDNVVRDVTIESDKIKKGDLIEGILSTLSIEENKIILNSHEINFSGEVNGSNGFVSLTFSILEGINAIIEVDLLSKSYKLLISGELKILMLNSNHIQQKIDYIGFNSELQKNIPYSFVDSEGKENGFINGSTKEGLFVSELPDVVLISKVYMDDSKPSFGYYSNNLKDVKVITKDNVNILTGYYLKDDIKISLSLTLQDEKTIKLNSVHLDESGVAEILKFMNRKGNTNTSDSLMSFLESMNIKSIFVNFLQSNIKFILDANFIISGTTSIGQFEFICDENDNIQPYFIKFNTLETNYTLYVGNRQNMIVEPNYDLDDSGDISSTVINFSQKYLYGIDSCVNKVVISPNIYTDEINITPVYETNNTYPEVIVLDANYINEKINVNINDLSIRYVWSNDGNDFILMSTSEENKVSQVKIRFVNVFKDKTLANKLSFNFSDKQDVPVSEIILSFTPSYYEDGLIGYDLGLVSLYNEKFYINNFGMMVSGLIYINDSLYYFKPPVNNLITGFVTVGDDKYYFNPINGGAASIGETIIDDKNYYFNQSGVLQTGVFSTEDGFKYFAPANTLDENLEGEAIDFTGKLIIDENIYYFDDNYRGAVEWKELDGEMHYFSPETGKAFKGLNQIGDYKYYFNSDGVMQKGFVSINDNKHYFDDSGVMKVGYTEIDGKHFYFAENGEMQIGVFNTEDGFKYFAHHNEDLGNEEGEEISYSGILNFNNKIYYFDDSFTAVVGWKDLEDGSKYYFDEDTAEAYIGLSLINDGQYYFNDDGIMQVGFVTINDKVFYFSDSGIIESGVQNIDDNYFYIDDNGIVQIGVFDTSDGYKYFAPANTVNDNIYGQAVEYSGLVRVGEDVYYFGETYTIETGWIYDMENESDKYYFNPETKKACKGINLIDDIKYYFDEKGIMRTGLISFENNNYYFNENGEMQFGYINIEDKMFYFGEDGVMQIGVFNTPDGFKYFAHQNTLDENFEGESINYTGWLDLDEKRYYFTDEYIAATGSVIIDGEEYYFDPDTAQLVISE
The depositor's hits bear a star; & = joins results of further samples.

SMILES	TcdB inh
O=C(C[C@H]1C[C@H]2c3cc(NC(=O)Nc4ccc(C(F)(F)F)cc4)ccc3O[C@H]2[C@H](CO)O1)NCc1cccnc1	0.2
Cc1ccc(S(=O)(=O)N(C)C[C@H]2OCCCC[C@H](C)Oc3ccc(NS(C)(=O)=O)cc3C(=O)N([C@H](C)CO)C[C@@H]2C)cc1	1.3
C[C@H]1CN([C@@H](C)CO)C(=O)c2cc(-c3ccc(F)cc3)cnc2O[C@H]1CN(C)CC1CCCC1	-15
CO[C@H]1CN(C)C(=O)c2cccc(C#N)c2OC[C@@H]2O[C@H](CC[C@H]2OC)CCN(C)C(=O)[C@@H]1C	-1.5
C[C@@H]1CCCCO[C@@H](CN(C)Cc2ccc3c(c2)OCO3)[C@@H](C)CN([C@@H](C)CO)C(=O)c2cc(NS(=O)(=O)c3ccc(Cl)cc3)ccc2O1	0.5&1.2
COc1ccccc1-c1ccc([C@@H]2[C@@H](C#N)N(C(=O)C3CC3)[C@H]2CO)cc1	1.1
C[C@@H]1CN([C@@H](C)CO)C(=O)c2c(c3ccccc3n2C)-c2ccccc2CO[C@H]1CN(C)CC1CC1	-5.8
C[C@H](CO)N1C[C@H](C)[C@@H](CN(C)C(=O)[C@H](C)c2ccccc2)OCc2ccccc2-c2c(n(C)c3ccccc23)C1=O	0.3
C[C@@H]1CCCCO[C@H](CN(C)C(=O)Nc2ccc(C(F)(F)F)cc2)[C@H](C)CN([C@H](C)CO)C(=O)c2cc(NC(=O)C3CCCCC3)ccc2O1	-5.3
C[C@@H]1CCCCO[C@@H](CN(C)Cc2ccccc2)[C@H](C)CN([C@H](C)CO)C(=O)c2cc(NC(=O)Nc3ccccc3)ccc2O1	-12
COCC#Cc1ccc2c(c1)O[C@H](CN(C)C(=O)c1ccccc1F)[C@@H](C)CN([C@@H](C)CO)S2(=O)=O	-1.8
C[C@H]1CN([C@@H](C)CO)S(=O)(=O)c2ccc(-c3ccncc3)cc2O[C@H]1CN(C)S(=O)(=O)c1ccccc1F	-0.5
Cc1noc(C)c1NC(=O)Nc1ccc2c(c1)C(=O)N([C@H](C)CO)C[C@H](C)[C@@H](CN(C)C(=O)Nc1ccc3c(c1)OCO3)OCCCC[C@H](C)O2	0.2
COCC#Cc1ccc2c(c1)O[C@H](CN(C)Cc1ccc(F)cc1)[C@H](C)CN([C@H](C)CO)S2(=O)=O	1.9
CO[C@@H]1CN(C)C(=O)c2cc(NC(=O)C3CC3)ccc2OC[C@@H](C)N(Cc2ccncc2)C[C@@H]1C	1.2
CO[C@H](CN(C)S(=O)(=O)c1ccc(Cl)cc1)[C@H](C)CN(C(=O)Nc1ccccc1F)[C@H](C)CO	0.3
COc1cccc(NC(=O)N2C[C@H](O)COC[C@@H]3O[C@H](CC(=O)NCCCN4CCOCC4)CC[C@H]32)c1	0.1
CC(C)NC(=O)Nc1ccc2c(c1)C(=O)N([C@H](C)CO)C[C@@H](C)[C@H](CN(C)C)OCCCC[C@@H](C)O2	-0.8
Cc1ccc(S(=O)(=O)N[C@@H]2CC[C@H](CCNS(=O)(=O)Cc3ccccc3)O[C@H]2CO)cc1	-0.3
O=C(N[C@H]1CC[C@H](CCNC(=O)C2CCCC2)O[C@@H]1CO)c1ccccn1	-0.6
C[C@@H]1CN([C@H](C)CO)C(=O)c2cc(NC(=O)CCCN(C)C)ccc2O[C@H]1CN(C)Cc1ccc(-c2ccccc2)cc1	-0.4
O=C(c1ccc(F)cc1)N1CC(=O)N2[C@H](CO)[C@@H](c3ccc(C4=CCCC4)cc3)[C@@H]2C1	-0.8
COc1cccc(-c2ccc([C@H]3[C@@H](CO)N4C(=O)CN(C(=O)CN5CCOCC5)C[C@@H]34)cc2)c1	0.8
C[C@H](CO)N1C[C@H](C)[C@H](CN(C)C(=O)CCCN(C)C)OCCCC[C@H](C)Oc2ccc(NC(=O)C3CCCCC3)cc2C1=O	0.0
C[C@H](CO)N1C[C@H](C)[C@H](CN(C)Cc2cccc(C(=O)O)c2)OCc2ccccc2-c2c(n(C)c3ccccc23)C1=O	0.9

Part of the list above in order of SMILES length, smallest number first:
SMILES	TcdB inh
O=C(N[C@H]1CC[C@H](CCNC(=O)C2CCCC2)O[C@@H]1CO)c1ccccn1	-0.6
COc1ccccc1-c1ccc([C@@H]2[C@@H](C#N)N(C(=O)C3CC3)[C@H]2CO)cc1	1.1
Cc1ccc(S(=O)(=O)N[C@@H]2CC[C@H](CCNS(=O)(=O)Cc3ccccc3)O[C@H]2CO)cc1	-0.3
C[C@@H]1CN([C@@H](C)CO)C(=O)c2c(c3ccccc3n2C)-c2ccccc2CO[C@H]1CN(C)CC1CC1	-5.8
CO[C@H]1CN(C)C(=O)c2cccc(C#N)c2OC[C@@H]2O[C@H](CC[C@H]2OC)CCN(C)C(=O)[C@@H]1C	-1.5
CC(C)NC(=O)Nc1ccc2c(c1)C(=O)N([C@H](C)CO)C[C@@H](C)[C@H](CN(C)C)OCCCC[C@@H](C)O2	-0.8
O=C(C[C@H]1C[C@H]2c3cc(NC(=O)Nc4ccc(C(F)(F)F)cc4)ccc3O[C@H]2[C@H](CO)O1)NCc1cccnc1	0.2
C[C@@H]1CN([C@H](C)CO)C(=O)c2cc(NC(=O)CCCN(C)C)ccc2O[C@H]1CN(C)Cc1ccc(-c2ccccc2)cc1	-0.4
C[C@@H]1CCCCO[C@H](CN(C)C(=O)Nc2ccc(C(F)(F)F)cc2)[C@H](C)CN([C@H](C)CO)C(=O)c2cc(NC(=O)C3CCCCC3)ccc2O1	-5.3
C[C@@H]1CCCCO[C@@H](CN(C)Cc2ccc3c(c2)OCO3)[C@@H](C)CN([C@@H](C)CO)C(=O)c2cc(NS(=O)(=O)c3ccc(Cl)cc3)ccc2O1	0.5&1.2

Next entries follow:
SMILES	TcdB inh
O=C(C1CC1)N1CC(=O)N2[C@@H](CO)[C@H](c3ccc(-c4cccnc4)cc3)[C@@H]2C1	0.4
COc1ccc(NC(=O)N(C)C[C@@H]2Oc3ccc(NC(=O)NC4CCCCC4)cc3CC(=O)N([C@H](C)CO)C[C@@H]2C)cc1	-0.8
CN1C(=O)c2cc(NC(=O)c3ccc(F)cc3)ccc2OC[C@@H]2O[C@@H](CC(=O)NCC3CCCCC3)CC[C@@H]21	0.2
C[C@@H]1CCCCO[C@H](CN(C)C(=O)Cc2ccccc2)[C@H](C)CN([C@H](C)CO)C(=O)c2cc(NS(=O)(=O)c3cn(C)cn3)ccc2O1	-0.2
C[C@H]1CN([C@@H](C)CO)C(=O)c2cc(C3=CCCC3)cnc2O[C@H]1CN(C)C	0.6
O=C(C[C@@H]1C[C@@H]2c3cc(NS(=O)(=O)c4ccc(F)cc4)ccc3O[C@@H]2[C@H](CO)O1)NCc1ccncc1	0.7
C[C@@H]1CCCCO[C@H](CN(C)C(=O)Nc2ccc(C(F)(F)F)cc2)[C@H](C)CN([C@@H](C)CO)C(=O)c2cc(NC(=O)C3CCCCC3)ccc2O1	-9.6
C[C@H](CO)N1C[C@H](C)[C@H](CN(C)S(=O)(=O)c2ccccc2)Oc2ncc(Br)cc2C1=O	-5.5&-9.2
COCC(=O)Nc1ccc2c(c1)C(=O)N(C)C[C@@H](OC)[C@@H](C)CN(C(=O)COC)[C@H](C)CO2	-1.0
COc1ccc(S(=O)(=O)N[C@@H]2CC[C@H](CCNC(=O)CN3CCOCC3)O[C@H]2CO)cc1	-1.7
O=C(C[C@@H]1CC[C@H](NC(=O)CCN2CCCCC2)[C@H](CO)O1)NCc1ccc(Cl)c(Cl)c1	0.3
COc1ccc(CNC(=O)C[C@H]2C=C[C@@H](NC(=O)Nc3ccc4c(c3)OCO4)[C@@H](CO)O2)cc1	-0.5
CN(C)C(=O)c1ccc(-c2ccc(C3[C@@H]4CN(C(=O)C5CC5)C[C@H]3N4)cc2)cc1 (stereo not given in full)	-2.8&-3.8
Cc1noc(C)c1S(=O)(=O)Nc1ccc2c(c1)C(=O)N([C@@H](C)CO)C[C@H](C)[C@@H](CN(C)C(=O)NC1CCCCC1)OCCCC[C@@H](C)O2	1.2
C[C@H]1CCCCO[C@H](CN(C)C(=O)Nc2ccc(F)cc2)[C@@H](C)CN([C@@H](C)CO)C(=O)c2cc(NC(=O)c3ccncc3)ccc2O1	1.0
Cc1noc(C)c1NC(=O)Nc1ccc2c(c1)C(=O)N([C@H](C)CO)C[C@H](C)[C@@H](CN(C)CC1CC1)OCCCC[C@H](C)O2	0.1
CCCNC(=O)N1C[C@@H](C)[C@@H](OC)CN(C)C(=O)c2cc(NS(C)(=O)=O)ccc2OC[C@@H]1C	-6.3
C[C@H](NC(=O)N(C)C[C@H]1OCc2ccccc2-c2c(n(C)c3ccccc23)C(=O)N([C@@H](C)CO)C[C@@H]1C)c1ccccc1	0.4
C[C@@H]1CN([C@H](C)CO)C(=O)Cc2cc(NS(=O)(=O)c3ccc(F)cc3)ccc2O[C@H]1CN(C)Cc1ccc2c(c1)OCO2	1.3
CN1C(=O)c2cc(NC(=O)c3cccs3)ccc2OC[C@H]2O[C@@H](CC(=O)NCCN3CCCCC3)CC[C@H]21	-16
Cc1ccccc1S(=O)(=O)N1CC(=O)N2[C@@H](CO)[C@H](c3ccc(C#CCC4CCCC4)cc3)[C@@H]2C1	1.2
COc1ccc(S(=O)(=O)Nc2ccc3c(c2)CC(=O)N([C@H](C)CO)C[C@H](C)[C@@H](CN(C)S(=O)(=O)c2ccc(OC)cc2)O3)cc1	0.6
C[C@@H]1CN([C@@H](C)CO)C(=O)c2cc(-c3cccnc3)cnc2O[C@@H]1CN(C)C(=O)Nc1ccc(F)cc1	-2.8
C[C@@H]1CCCCO[C@H](CN(C)CC2CC2)[C@@H](C)CN([C@H](C)CO)C(=O)c2cc(NC(=O)CCC(F)(F)F)ccc2O1	-0.9
COc1ccc2c3c(n(C)c2c1)[C@@H](CO)N(C(=O)CC1CC1)CC31CCN(C(=O)CC2CC2)CC1	0.6
SMILES	TcdB inh
O=C(C[C@H]1CC[C@H]2[C@@H](COC[C@@H](O)CN2S(=O)(=O)c2ccc(Oc3ccccc3)cc2)O1)Nc1ccccc1	-1.7
C[C@H](CO)N1C[C@H](C)[C@H](CN(C)S(C)(=O)=O)Oc2c(NC(=O)NC3CCCCC3)cccc2C1=O	-0.3
C[C@@H]1CCCCO[C@@H](CN(C)C(=O)Nc2ccc3c(c2)OCO3)[C@H](C)CN([C@@H](C)CO)C(=O)c2cc(NS(=O)(=O)c3ccccc3)ccc2O1	-0.2
CCC(=O)N[C@@H]1CC[C@H](CC(=O)NCc2cc(F)cc(F)c2)O[C@H]1CO	1.4
C[C@@H]1CN([C@@H](C)CO)C(=O)c2c(c3ccccc3n2C)-c2ccccc2CO[C@@H]1CN(C)C(=O)Nc1cccc(F)c1	1.6
C[C@@H]1CN([C@@H](C)CO)C(=O)c2cc(NC(=O)C3CCCCC3)ccc2O[C@@H]1CN(C)S(=O)(=O)c1cn(C)cn1	0.9
C[C@H](CO)N1C[C@H](C)[C@@H](CN(C)Cc2ccc(-c3ccccc3)cc2)Oc2ccc(NS(=O)(=O)c3ccc(F)cc3)cc2C1=O	-0.6
COCC(=O)NC[C@H]1[C@@H](c2ccc(C3=CCCC3)cc2)[C@H](CO)N1C(C)=O	-1.9
C[C@H](CO)N1C[C@H](C)[C@H](CN(C)C(=O)C2CC2)OCc2ccccc2-c2c(n(C)c3ccccc23)C1=O	-4.7
C[C@H]1CN([C@@H](C)CO)C(=O)Cc2cc(NC(=O)Nc3ccc(C(F)(F)F)cc3)ccc2O[C@H]1CN(C)C(=O)Nc1ccc(C(F)(F)F)cc1	-6.3
CC(C)C#Cc1ccc([C@@H]2[C@@H](C#N)N(C(=O)CN(C)C)[C@@H]2CO)cc1	-1.4
C[C@H]1CN([C@@H](C)CO)C(=O)c2cc(Br)cnc2O[C@@H]1CN(C)C(=O)c1cccnc1	-0.7
CCCC#Cc1cnc2c(c1)C(=O)N([C@H](C)CO)C[C@H](C)[C@H](CN(C)Cc1ccncc1)O2	0.4
Cc1noc(C)c1NC(=O)Nc1cccc2c1O[C@H](CN(C)S(=O)(=O)c1ccc(Cl)cc1)[C@H](C)CN([C@H](C)CO)C2=O	-0.7
COCC(=O)N1[C@@H](C#N)[C@@H](c2ccccc2)[C@@H]1CO	0.2
CO[C@H]1CN(C)C(=O)c2ccc(NC(=O)Nc3ccccc3F)cc2OC[C@@H](C)N(C)C[C@H]1C	0.5
CN1C(=O)c2cc(NC(=O)Cc3cccs3)ccc2OC[C@@H]2O[C@H](CC(=O)NCCCN3CCOCC3)CC[C@@H]21	0.5
C[C@@H]1CCCCO[C@H](CN(C)S(=O)(=O)c2ccccc2)[C@@H](C)CN([C@@H](C)CO)C(=O)c2cc(NS(=O)(=O)c3cn(C)cn3)ccc2O1	-0.1
COc1ccc(NC(=O)N(C)C[C@@H]2Oc3c(NC(=O)C4CC4)cccc3C(=O)N([C@H](C)CO)C[C@@H]2C)cc1	-0.3
C[C@H]1CN([C@@H](C)CO)C(=O)c2cc(Br)cnc2O[C@H]1CN(C)CC1CCOCC1	0.5
C[C@H](CO)N1C[C@H](C)[C@H](CN(C)S(=O)(=O)c2ccccc2)Oc2ccc(NC(=O)Nc3ccc4c(c3)OCO4)cc2CC1=O	-0.4
C[C@@H]1CCCCO[C@H](CN(C)CC2CC2)[C@H](C)CN([C@H](C)CO)C(=O)c2cc(NC(=O)NC3CCCCC3)ccc2O1	0.8
COC(=O)C[C@@H]1CC[C@@H]2[C@H](COc3ccc(NC(=O)Nc4ccc(C)cc4)cc3C(=O)N2C)O1	1.3
O=C(C[C@H]1CC[C@H]2[C@@H](COC[C@H](O)CN2C(=O)Nc2ccccc2)O1)NCc1ccccc1F	0.6
CC(C)(C)[S@@](=O)N1Cc2cc(C(=O)NCCc3ccncc3)nc(-c3cccc(-c4cccnc4)c3)c2[C@H]1CCO	2.4
Cc1noc(C)c1NC(=O)Nc1cccc2c1O[C@H](CN(C)C(=O)Nc1c(C)noc1C)[C@H](C)CN([C@H](C)CO)C2=O	0.7
COc1cccc(C#Cc2cnc3c(c2)C(=O)N([C@@H](C)CO)C[C@H](C)[C@H](CN(C)C(C)=O)O3)c1	0.3
COCC(=O)Nc1ccc2c(c1)C(=O)N(C)C[C@@H](OC)[C@@H](C)CN(C(=O)Cc1ccccn1)[C@H](C)CO2	-0.1
Cc1noc(C)c1NC(=O)N[C@H]1CC[C@@H](CCNC(=O)C2CCCC2)O[C@@H]1CO	-0.7

Not all compounds are listed, so the mix of outcomes need not match the whole.
